CXCR6 inh = CXCR6 receptor inhibitors, primary screen, cell-based, beta-arrestin, luminescence, CHO-K1 PathHunter, 1536-well. 360,000 tested, 0.36% active. AID 602244, 2012. C-X-C chemokine receptor type 6 (Homo sapiens), O00574. inhibition, % at 20 µM; in the data active means inhibition above about 34%, passing the limit was not always enough;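 further: antagonist mode with CXCL16 agonist at 10 nM final; 0% = 10 nM CXCL16 with DMSO and 100% = unstimulated wells without agonist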
Target sequence (O00574 whole entry, looked up): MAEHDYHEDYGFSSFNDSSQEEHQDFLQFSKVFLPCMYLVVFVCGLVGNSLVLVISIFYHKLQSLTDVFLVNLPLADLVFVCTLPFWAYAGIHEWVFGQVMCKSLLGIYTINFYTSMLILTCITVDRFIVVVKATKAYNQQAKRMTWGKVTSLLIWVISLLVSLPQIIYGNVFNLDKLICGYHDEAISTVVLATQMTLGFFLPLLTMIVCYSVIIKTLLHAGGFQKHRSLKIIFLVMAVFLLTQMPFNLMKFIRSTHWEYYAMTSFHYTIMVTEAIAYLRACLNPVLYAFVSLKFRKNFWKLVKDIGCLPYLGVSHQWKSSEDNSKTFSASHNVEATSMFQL
EBI2 block = EBI2 receptor antagonists, beta-arrestin recruitment, primary screen, cell-based, luminescence, 7a,25-OHC stimulation, uHTS | 7a,25-OHC stimulated | inhibition, % at 5 µM | 360,000 tested, 0.81% active | AID 651636, 2012; in the data active means inhibition above about 38%;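 further: enzyme fragment complementation signal reports receptor beta-arrestin coupling in cells; 0% = agonist plus DMSO wells and 100% = wells without agonist; some results beyond the cut were filed as inactive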
Target sequence (P32249 whole entry, looked up, the tested form may be a part): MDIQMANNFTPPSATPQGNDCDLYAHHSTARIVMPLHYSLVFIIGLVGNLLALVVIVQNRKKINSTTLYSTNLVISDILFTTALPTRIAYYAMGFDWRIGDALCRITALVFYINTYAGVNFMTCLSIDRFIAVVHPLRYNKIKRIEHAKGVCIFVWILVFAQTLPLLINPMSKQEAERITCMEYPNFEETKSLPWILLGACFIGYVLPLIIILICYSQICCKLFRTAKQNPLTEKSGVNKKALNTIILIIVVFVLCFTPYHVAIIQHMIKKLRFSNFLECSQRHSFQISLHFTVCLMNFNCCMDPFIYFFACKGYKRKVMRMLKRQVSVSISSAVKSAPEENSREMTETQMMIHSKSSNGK
Active calls of the source: *. Not all compounds are listed (hit frequency here may not be typical).

CXCR6 inh	EBI2 block	SMILES
5	-6	CCOC(=O)[C@]12CCCC=C1N(Cc1ccc3c(c1)OCO3)C(=O)[C@H](CC(=O)NCCCOC)C2
0	-4	CC1(C(=O)NS(=O)(=O)c2ccccc2Cl)CCN1C(=O)CC(c1ccccc1)c1ccccc1 (stereo not given)
-4	11	CN1C(=O)[C@H]2[C@@H](c3ccc(C(F)(F)F)cc3)N[C@]3(CCCN(Cc4ccc(C(F)(F)F)cc4)C3=O)[C@H]2C1=O
-4	-4	Cc1c(C(=O)NCc2ccc3c(c2)OCCO3)sc(=O)n1Cc1ccc(S(=O)(=O)N(C)C)cc1
1	-5	COc1ccccc1C(=O)NNC(=O)c1ccc(O)cc1
5	-16	Cc1ccc(Cc2c(-c3ccccc3)nc3c(Cl)cc(C(F)(F)F)cn23)cc1
-5	2	Cc1nn(-c2ccccc2)c(C)c1NC(=O)COc1ccccc1C#N
-5	51*	C=C1C(=O)OC2CC1C(OC(C)=O)CC(C)=CCCC(C)=CCCC2(C)O (stereo not given)
4	4	CCc1nc2ccc(C(=O)NCCCN3CCCC3=O)cn2c1N(C)C(=O)COc1ccccc1
4	6	Cn1c(NCCN2CCCC2)nc2cc(-c3ccccc3)sc2c1=O
7	-3	CC1(C(=O)O)CCN1C(=O)/C=C/c1ccccc1 (stereo not given)
3	12	CCCCN1C(=O)C(CC(=O)NCCCCc2ccccc2)CC(C(=O)N(C(C)C)C(C)C)=C1C (stereo not given)
2	16	O=C(Nc1ccccn1)C1CCN(C(=O)c2ccc(Cl)cc2)CC1
3	-6	CCc1nc2ccc(C(=O)N3CCCC(C(N)=O)C3)cn2c1N(CCC(C)C)CCN(C)C (stereo not given)
4	4	Cn1cccc1CN1CCC[C@]2(N[C@H](c3ccccc3)[C@@H]3C(=O)N(Cc4ccccc4)C(=O)[C@@H]32)C1=O
8	20	Cc1cc(CN(Nc2ccccc2)c2ccccc2)cc(C)n1
5	2	CCOC(=O)[C@]12CCCC=C1N(Cc1ccc3c(c1)OCO3)C(=O)[C@H](CC(=O)NCCC(C)C)C2
1	0	C[C@@H]1CN([C@H](C)CO)C(=O)CCCn2cc(nn2)CO[C@H]1CN(C)C(=O)OCc1ccccc1
-3	-6	Cc1cc(C)cc(Cn2c3ccc(NC(=S)NCc4ccccc4F)cc3c(=O)n2C)c1
-2	2	CCc1nc2ccc(C(=O)N(CC)CCN(C)C)cn2c1N(C=O)CCC(C)C

Single entries from above.
`C=C1C(=O)OC2CC1C(OC(C)=O)CC(C)=CCCC(C)=CCCC2(C)O` (stereo not given) in CXCR6 inh → -5
`COc1ccccc1C(=O)NNC(=O)c1ccc(O)cc1` in EBI2 block → -5
`CCCCN1C(=O)C(CC(=O)NCCCCc2ccccc2)CC(C(=O)N(C(C)C)C(C)C)=C1C` (stereo not given) in CXCR6 inh → 3
`Cc1c(C(=O)NCc2ccc3c(c2)OCCO3)sc(=O)n1Cc1ccc(S(=O)(=O)N(C)C)cc1` in CXCR6 inh → -4
`CCOC(=O)[C@]12CCCC=C1N(Cc1ccc3c(c1)OCO3)C(=O)[C@H](CC(=O)NCCCOC)C2` in EBI2 block → -6
`CCc1nc2ccc(C(=O)N(CC)CCN(C)C)cn2c1N(C=O)CCC(C)C` in EBI2 block → 2
`CN1C(=O)[C@H]2[C@@H](c3ccc(C(F)(F)F)cc3)N[C@]3(CCCN(Cc4ccc(C(F)(F)F)cc4)C3=O)[C@H]2C1=O` in CXCR6 inh → -4

Profiles, looked up by structure. Values in the order: CXCR6 inh, EBI2 block
C[C@@H]1CN([C@H](C)CO)C(=O)CCCn2cc(nn2)CO[C@H]1CN(C)C(=O)OCc1ccccc1 is listed as 1, 0
Cc1cc(C)cc(Cn2c3ccc(NC(=S)NCc4ccccc4F)cc3c(=O)n2C)c1 is listed as -3, -6

Other results follow:
CXCR6 inh	EBI2 block	SMILES
1	-24	Cc1ccc(S(=O)(=O)N2CCC(C(=O)N3CCCCCCC3)CC2)cc1C
5	1	CC(C)c1ccc(C(=O)N2CCCC(c3cc(C(=O)Nc4ccccc4Cl)no3)C2)cc1 (stereo not given)
-5	3	Cc1ccc(-c2cnc(C(O)c3cccc(C)c3C)[nH]2)cc1 (stereo not given)
-14	-4	COc1ccc(C(=O)NNC(=O)Cn2nc(C)cc2C)cc1S(=O)(=O)N1CCOCC1
6	-4	COc1ccc(Cc2nc3ccc(C(=O)NCc4cccc(C)n4)cc3o2)cc1OC
-2	55*	COc1ccc(OCCNC(=O)c2ccc3nc(C)c(N(C)Cc4ccc(NC(C)=O)cc4)n3c2)cc1
-3	1	COc1ccc(CCNC(=O)c2cc3cc(Cl)ccc3nc2N)cc1OC
-1	5	Cc1ccc(NC(=O)C2(C)CCCN2C)cc1C (stereo not given)
2	14	CCCCn1nnnc1C(C1CC1)N1CCN(C/C=C/c2ccccc2)CC1 (stereo not given)
0	4	O=C(NC(c1ccc(-c2ccccc2)cc1)c1cnccn1)C1CCN(CCCOc2ccccc2)CC1 (stereo not given)
4	4	Cc1ccc(F)c(S(=O)(=O)NC(=O)C2(C)CCN2C(=O)CCC2CCCC2)c1 (stereo not given)
-3	-12	Cc1cc2[nH]c(=O)c(=O)[nH]c2cc1S(=O)(=O)NCC(C)c1ccccc1 (stereo not given)
4	-9	CCC(C)C(NC(=O)C(Cc1ccc(O)cc1)NC(=O)OCc1ccccc1)C(=O)OC (stereo not given)
-1	-3	CN(C)c1ccc2c(=O)c3ccccc3oc2n1
-3	-8	CCOC(=O)[C@]12CCC=C1N(Cc1ccccc1)C(=O)[C@H](CC(=O)NCc1ccc(C)o1)C2
3	4	COc1ccccc1CNC(=O)C1(C)CCN1C(=O)Cc1ccc(-c2ccccc2)cc1 (stereo not given)
-12	8	COc1ccc(-c2ccc3[nH]c4c(c3c2)CCN2C[C@@H]([C@H](C)OC(=O)Nc3cc(Cl)cc(Cl)c3)[C@@H](N(C)C(=O)Nc3cc(Cl)cc(Cl)c3)C[C@@H]42)cc1
-1	-2	COc1ccc(C(O)c2nc(-c3ccc(OC)nc3)cs2)cc1 (stereo not given)
1	4	CCCCNC(=O)C1(C)CCN1C(=O)c1ccc2c(c1)C(C)(C)CCC2(C)C (stereo not given)
3	-13	COc1ccccc1C(NC(=O)C1CCN(CCOc2ccccc2)CC1)c1ccccn1 (stereo not given)
-7	5	OC(Cc1ccccc1Br)c1ncc(-c2cccc(C(F)(F)F)c2)[nH]1 (stereo not given)
23	15	CCCCCCCCN1C(=O)[C@H](CC(=O)NCCc2ccccc2OC)C[C@@]2(C(=O)OCC)CCCC=C12
-1	-2	CC1(C(=O)Nc2ccc3nc[nH]c3c2)CCN1C(=O)CCc1ccccc1 (stereo not given)
-3	-4	C[C@H]1CN([C@@H](C)CO)C(=O)c2cc(C#CC3(O)CCCC3)cnc2O[C@H]1CN(C)C(=O)C1CC1
-1	-8	COc1cccc(-c2oc3c(c2C#CC2(N)CCCCC2)C(O)CCC3)c1 (stereo not given)
12	-39	CC(C)(C)OC(=O)CC(S(=O)(=O)c1ccccc1)S(=O)(=O)c1ccccc1
2	11	CCC(CC)C(=O)N(C)c1c(C)nc2c(OCc3ccc(Cl)cc3)cccn12
-5	-6	COc1cc2oc(=O)cc(CN3CCCCC3)c2cc1Cl
-4	3	CC(=O)c1cccc(-c2ccnc3c2CC(C(=O)NCc2ccc(N4CCN(C)CC4)cc2)O3)c1 (stereo not given)
3	-3	CC(=NOC(=O)c1ccc(I)cc1)c1nccs1
3	-3	O=S(=O)(c1cnccc1N1CCN(CCO)CC1)N1CCCC1
0	-10	COC(=O)C1(C(=O)OC)C/C=C\CN(S(=O)(=O)c2ccccc2[N+](=O)[O-])CC1
8	-11	COc1cccc(NC(=O)C2(C)CCN2CC2CCCCC2)c1 (stereo not given)
6	10	Cc1cc(C)n2c(NC3CCCCC3)c(CC(C)C)nc2n1
14	0	CC1(C(=O)Nc2cccc(Oc3ccccc3)c2)Cc2c(-c3ccccc3)ccnc2O1 (stereo not given)
6	9	CCOC(=O)[C@]12CCC=C1N(Cc1ccc(Cl)cc1Cl)C(=O)[C@H](CC(=O)NCc1ccc(OC)c(OC)c1)C2
7	-5	COc1ccccc1NC(=O)N(C)C[C@@H]1OCc2cnnn2CCCC(=O)N([C@H](C)CO)C[C@H]1C
-1	6	C[C@@H]1CCCCO[C@H](CN(C)Cc2ccccc2)[C@@H](C)CN([C@H](C)CO)C(=O)c2cc(NS(=O)(=O)c3ccc(Cl)cc3)ccc2O1
-18	-1	Nc1ncnc2c1ncn2[C@@H]1O[C@H](CCC(=O)NCc2ccccc2)[C@@H](O)[C@H]1O
2	8	Cc1ccc(CN2CCCC2(C)C(=O)NC(C)C)cc1 (stereo not given)
8	-7	CCCCCCCCC(=O)c1c(OC)oc(C=O)cc1=O
2	8	Cc1ccc(-c2cnc(C(O)c3cc(F)cc(Cl)c3)[nH]2)cc1 (stereo not given)
-2	2	CC1(C(=O)NCCc2ccccc2)Cc2c(-c3ccc4c(c3)OCO4)ccnc2O1 (stereo not given)
-6	-8	CC1CCN(C(=O)COC(=O)c2ccccc2NCCO)CC1
11	3	C[C@@H]1CN([C@@H](C)CO)C(=O)CCCn2nncc2CO[C@H]1CN(C)C(=O)Nc1ccc(F)cc1
9	3	CC1(C(=O)NS(=O)(=O)C2CC2)CCN(C(=O)c2cccc(OC(F)(F)F)c2)C1 (stereo not given)
5	-7	COCCNC(=O)C1(C)CCCN(C(=O)c2cccnc2SC)C1 (stereo not given)
0	-2	COc1ccccc1C(=O)NCCN1CCC(n2c(=O)[nH]c3ccccc32)CC1
4	-10	Cc1ccc(Nc2nc(NCc3ccccc3)nc3ccsc23)c(C)c1
2	-3	O=C(O)c1ccccc1-c1ccccc1C(=O)Nc1ccc2c(c1)oc(=O)c1ccccc12
8	5	CN1OC[C@@H]2CN(C(=S)NCCc3ccccc3)[C@H](c3ccc(-n4ccnc4)cc3)C[C@@H]21
4	-2	CCOC(=O)N(C)C[C@@H]1OCc2ccccc2-c2c(n(C)c3ccccc23)C(=O)N([C@H](C)CO)C[C@H]1C
-6	-7	CC(C)NC(=O)C1Cc2c(-c3ccc4c(c3)OCO4)ccnc2O1 (stereo not given)
9	26	CCc1cc(-c2cnnn2Cc2ccc3ccccc3c2)ccc1-c1cn(CC(C)C)nn1
-20	-3	C[C@@H]1CNC(=O)c2c(C(=O)Nc3cccc(Cl)c3)ncn21
-1	3	O=C(CNc1cc(S(=O)(=O)N2CCOCC2)ccc1N1CCCC1)Nc1ccc(Cl)cc1F
0	3	CCN1C(=O)[C@H]2[C@@H](c3ccc(C)cc3)N[C@]3(CCCN(Cc4ccc(Cl)cc4)C3=O)[C@H]2C1=O
0	2	CC1C(=O)N(Cc2cn(Cc3ccco3)nn2)CCS(=O)(=O)N1Cc1ccc(-c2cccc(N(C)C)c2)cc1 (stereo not given)
4	13	Cc1ccc(C)c(CC(=O)N2CCCC(c3cc(C(=O)NCc4ccccc4)no3)C2)c1 (stereo not given)
0	5	Cc1cccc(OCCNc2ncccc2[N+](=O)[O-])c1

EBI2 block: entries above that show a hit
CXCR6 inh	EBI2 block	SMILES
-5	51*	C=C1C(=O)OC2CC1C(OC(C)=O)CC(C)=CCCC(C)=CCCC2(C)O (stereo not given)
-2	55*	COc1ccc(OCCNC(=O)c2ccc3nc(C)c(N(C)Cc4ccc(NC(C)=O)cc4)n3c2)cc1

The listing continues.
CXCR6 inh	EBI2 block	SMILES
10	20	COc1ccccc1S(=O)(=O)N(C)C[C@H]1Oc2cc(C#CCC3CCCC3)ccc2S(=O)(=O)N([C@H](C)CO)C[C@H]1C
-4	-2	CCOc1ccc(CCN2C(=O)C(=O)N([C@@H](Cc3ccc(O)cc3)CN3CCC[C@H]3CN3C(=O)C(=O)NC[C@@H]3Cc3ccccc3)C[C@@H]2Cc2ccc(O)cc2)cc1
-6	3	CCCCCCNC(=O)O[C@H]1C[C@H](C(=O)OC)[C@H](C(=O)OC)C2CN(S(=O)(=O)c3ccc(C)cc3)C[C@@]21O (stereo not given in full)
8	-10	COc1cccc(-c2nc(CN3CCN(C(=O)c4ccco4)CC3)c(C)o2)c1OC
2	13	CC(C)(C)c1ccc(CC(=O)N2CCC2(C)C(=O)Nc2cccc3cccnc23)cc1 (stereo not given)
10	11	CC(=O)Nc1cc(-c2cccc(C(=O)NCCO)c2)cn2c(-c3cccc(C(F)(F)F)c3)cnc12
-6	-3	CC(C)C[C@@H]1Cc2[nH]c(=S)[nH]c(=O)c2[C@H](C)O1
-1	4	ClCCn1c(CCl)nc2ccc(Cl)cc21
-8	18	COc1cc(Nc2ccn3nc(-c4ccccc4Cl)cc3n2)cc(OC)c1OC
-1	2	Cc1cc(N2CCN(C(=O)c3[nH]c(C(F)(F)F)nc3-c3ccccc3)CC2)c2ccccc2n1
-2	-3	CCC(CC)C(=O)N(C)c1c(C)nc2c(OCC(=O)N(C)C)cccn12
0	-1	C[C@H](CO)N1C[C@H](C)[C@@H](CN(C)Cc2cccc(C(=O)O)c2)Oc2cc(Br)ccc2S1(=O)=O
-2	6	C=CCNc1ncnc2c1ncn2[C@H]1CN(Cc2cccc3ccccc23)C[C@@H](CO)O1
3	-2	CC1(C(=O)NS(=O)(=O)c2ccc(F)cc2F)CCN1C(=O)Cc1ccc(Cl)cc1Cl (stereo not given)
3	-9	CNC(=O)C[C@H]1C(=O)N(c2ccc(OC)cc2)C[C@@H]1Cc1ccccc1
-7	14	CC1(C(=O)Nc2ccc(Cl)cc2)Cc2c(-c3ccc(C(N)=O)cc3)ccnc2O1 (stereo not given)
-4	4	CC1(C)Cc2cccc(OC(=O)NCCc3ccc(F)cc3)c2O1
5	0	Cc1ccc(C)c(NC(=O)CN2C(=O)C3CC=CCC3C2=O)c1 (stereo not given)
1	8	COc1ccc(-c2oc3c(c2C#CC2(O)CCCCC2)C(OC)CCC3)cc1 (stereo not given)
-5	0	COc1ccc(Cc2c(C3CCCCC3)nc3ccc(Br)cn23)c(C)c1
17	14	COc1ccc(C=C(C(=O)c2ccccc2)C(=O)c2ccccc2)cc1
-12	2	COCCn1c(SCC(=O)Nc2cc(C)on2)nc2c([nH]c3ccccc32)c1=O

Assay outcomes from PubChem BioAssay.
